# ARFGAP1 inhibitor – inhibitors of rat ARFGAP1 GAP activity, primary screen, biochemical, fluorescence polarization, GDP tracer. inhibition, % at 16.5 µM. ADP-ribosylation factor GTPase-activating protein 1 (Rattus norvegicus), Q62848. Arfgap1-stimulated ARF1 GTP hydrolysis, GDP FP detection. hit rate 0.26% among 360,000;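 active = inhibition above a per-plate limit, mean inhibition of low control wells plus 3 SD, cut at about 25% in these data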;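 note: 0% = DMSO wells with enzyme and 100% = wells lacking Arfgap1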
#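 material = rat Arfgap1 catalytic domain, aa 1-136 | also added = human ARF1(Δ1-17)-GTP substrate | compound dosing = one concentration, 16.5 µM, DMSO 1.26% | times = GTP hydrolysis reaction 2 h at 25 °C | measured by = FP, GDP Alexa 633 tracer displaced from anti-GDP antibody, 620/688 nm | evaluation = percent inhibition of Arfgap1-stimulated GTP hydrolysis | replication = single well per compound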
# HTRA1 inh – HTRA1 serine protease inhibitors, primary screen, biochemical, fluorescence polarization, HTS; inhibition, % at 5.96 µM; Q92743; AID 504803, 2011; recombinant HTRA1, FP-rhodamine activity-based probe; hit rate 0.5% among 340,000; in the data active = inhibition above about 36%;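 note: 0% = enzyme with DMSO and 100% = wells lacking enzyme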
# PG9 Ab binder – binders of HIV-1 gp120 antibody PG9, primary screen, biochemical, TR-FRET; inhibition, % at 6.7 µM; hit rate 0.43% among 360,000; HIV-1 gp120 / PG9 antibody interaction; TR-FRET gp120-PG9 antibody binding; AID 624416, 2012; in the data active = inhibition above about 8.5%
# ASAP1 GAP inh – inhibitors of human ASAP1 ArfGAP activity, primary screen, biochemical, fluorescence polarization; ASAP1-stimulated ARF1 GTP hydrolysis, GDP FP detection; inhibition, % at 16.5 µM; hit rate 0.19% among 360,000; AID 624377, 2012; in the data active = inhibition above about 25%;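 note: 0% = vehicle with enzyme and substrate and 100% = no enzyme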
# Target sequence (Q9ULH1 325-724 limits assumed): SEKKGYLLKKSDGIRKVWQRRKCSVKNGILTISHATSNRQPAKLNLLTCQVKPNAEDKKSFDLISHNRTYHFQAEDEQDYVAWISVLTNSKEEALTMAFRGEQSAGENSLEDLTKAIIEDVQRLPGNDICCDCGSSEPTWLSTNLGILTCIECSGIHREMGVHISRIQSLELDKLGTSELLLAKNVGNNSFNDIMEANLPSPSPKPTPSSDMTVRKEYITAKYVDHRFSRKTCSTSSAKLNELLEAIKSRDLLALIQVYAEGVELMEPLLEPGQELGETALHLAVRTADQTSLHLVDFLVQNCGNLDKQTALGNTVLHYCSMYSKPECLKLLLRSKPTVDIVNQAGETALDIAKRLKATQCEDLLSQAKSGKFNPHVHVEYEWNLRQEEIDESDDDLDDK
# GC-B act – human GC-B receptor activators, primary screen, HEK293 GC-B cells, cGMP TR-FRET, EC30 CNP | Atrial natriuretic peptide receptor 2 (Homo sapiens), P20594 | activation, % at 10 µM | 0% at EC30 CNP, 100% saturating CNP | hit rate 0.11% among 370,000 | AID 1920062, 2024;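 active = activation at 10 µM reaching about 35% in either raw or pattern-adjusted values, limit read from the data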
# GC-A act – GC-A stimulated cGMP production enhancers – HEK293 GC-A cells, cGMP TR-FRET, EC30 ANP, primary screen. 0% at EC30 ANP, 100% saturating ANP. Atrial natriuretic peptide receptor 1 (Homo sapiens), P16066. activation, % at 10 µM. hit rate 0.14% among 370,000; in the data active = activation above about 40%
# mABHD4 FP – ABHD4 inhibitors, primary screen, biochemical, fluorescence polarization, mouse; purified mABHD4, FP-Rh probe fluorescence polarization; hit rate 0.54% among 370,000; inhibition, % at 8.92 µM; AID 720543, 2013;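 active = inhibition exceeding the mean over every tested compound plus 3 SD, cut at about 30% in these data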;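 note: 0% = plate median of compound wells and 100% = S159A mutant with DMSO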
#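 system = mouse ABHD4 enzyme, wild type | medium = HEPES pH 7.0, NaCl, Pluronic buffer | also added = FP-Rh probe | incubation = Enzyme–compound pre-incubation 45 min, then probe 60 min, both 25 °C | technique = fluorescence polarization, excitation 525 nm, emission 598 nm, BODIPY TMR filters | controls = S159A mutant high control, sample median low control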
# SMARCA2 act – SMARCA2 (BRM) function activators, primary screen, cell-based, luminescence, high throughput; hit rate 1% among 370,000; MG213 cells, MMTV-luciferase reporter, dexamethasone, overnight; activation, % at 9.1 µM; in the data active = activation above about 7.8%;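 note: 0% = vehicle wells and 100% = reference activator wells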
# Rev-erbA mod – modulators of Rev-erb alpha DNA binding, primary screen, biochemical, FITC-DNA, fluorescence polarization, uHTS. Nuclear receptor subfamily 1 group D member 1 (Homo sapiens), P20393. Rev-erbα–FITC-DNA binding, 90 min. activity, % at 10 µM. hit rate 0.79% among 370,000;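 active = activity above about 14%, limit read from the data; passing the limit was not always enough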;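 note: 0% = DMSO wells with 35 nM protein and 100% = DMSO wells with 750 nM protein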
# Target sequence (P20393 whole entry, looked up): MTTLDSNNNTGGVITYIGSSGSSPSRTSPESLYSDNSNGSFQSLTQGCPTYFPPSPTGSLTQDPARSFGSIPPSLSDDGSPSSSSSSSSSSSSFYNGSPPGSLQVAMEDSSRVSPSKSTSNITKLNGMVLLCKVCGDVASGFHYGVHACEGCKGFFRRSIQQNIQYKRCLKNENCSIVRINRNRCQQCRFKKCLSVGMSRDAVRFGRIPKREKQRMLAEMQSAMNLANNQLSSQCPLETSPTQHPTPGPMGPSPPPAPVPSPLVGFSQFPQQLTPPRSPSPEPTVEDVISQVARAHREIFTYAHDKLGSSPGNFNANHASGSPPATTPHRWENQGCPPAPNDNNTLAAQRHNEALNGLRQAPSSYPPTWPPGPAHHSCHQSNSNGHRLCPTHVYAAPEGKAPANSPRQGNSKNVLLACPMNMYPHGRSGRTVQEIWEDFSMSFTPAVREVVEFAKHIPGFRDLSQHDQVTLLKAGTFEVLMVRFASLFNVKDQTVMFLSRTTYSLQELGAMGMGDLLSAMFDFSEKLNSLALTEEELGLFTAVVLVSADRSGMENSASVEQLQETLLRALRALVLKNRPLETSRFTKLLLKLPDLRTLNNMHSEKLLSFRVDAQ
# rCAG binder – binders of r(CAG) RNA repeats, primary screen, biochemical, fluorescence; r(CAG) RNA repeat, TO-PRO-1 dye displacement fluorescence; inhibition, % at 3 µM; hit rate 1.3% among 370,000;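 active = inhibition above the plate cutoff, the mean of all test compounds on that plate plus 3 SD, cut at about 35% in these data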;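 note: 0% = DMSO alone and 100% = 100 µM mitoxantrone as full dye displacement; higher means more dye released from RNA so lower well fluorescence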
# Starred values were filed as active, the others as inactive; x = not tested or not shown.
SMILES,ARFGAP1 inhibitor,HTRA1 inh,PG9 Ab binder,ASAP1 GAP inh,GC-B act,GC-A act,mABHD4 FP,SMARCA2 act,Rev-erbA mod,rCAG binder
Cc1c(C)n2c(SCC(=O)N3CC(C)OC(C)C3)nnc2[nH]c1=O (centres undefined),-11,3,-2.1,0,5,4,-1,2,3,1
CNC(=S)NNC(=O)c1sc(-c2cc(C)on2)nc1C,2,x,-4.1,-1,1,-6,-4,-3,-7,2
Cc1cccc(N2CCN(S(=O)(=O)c3ccc(-c4coc(C)n4)cc3)CC2C)c1 (centres undefined),7,-25,0.7,3,-6,-2,-11,-2,2,2
CC(C)c1ccc(NC(=S)Nc2ccc3cn[nH]c3c2)cc1,-1,5,-3.6,4,-11,4,0,0,4,1
N=C1/C(=C/c2ccco2)C(=O)N=C2SC(CC(=O)N3CCCC3)=NN12,9,0,-1.8,1,3,-1,-3,-3,-18,24
Cc1n[nH]c(C)c1S(=O)(=O)N(C)Cc1ccco1,4,4,-1.7,-4,3,2,-1,-2,0,-1
COc1ccc(OC)c(/C(O)=C/C(=O)C(=O)Nc2cc(C)ccc2OC)c1,1,11,-1.2,-7,-2,-9,0,-1,-2,9
Cc1ccc(O)c(N=Cc2ccc(C)s2)c1,-2,14,-3.0,-3,-2,0,11,3,5,9
CCOC(=O)Cc1csc(N/N=C\c2ccc(N(C)C)cc2)n1,-15,10,-7.1,4,2,-6,11,-1,-3,12
CCC(C)[C@H](N)C(=O)N[C@H]1CCC2C3CC=C4C[C@@H](O)CC[C@]4(C)C3CC[C@@]21C (some centres undefined),-16,-14,0.8,-1,-2,1,0,2,-7,-1
CCOC(=O)C1=C(CCc2ccccc2)NC(=O)NC1c1ccc(C#N)cc1 (centres undefined),5,-11,0.3,4,-2,-4,6,-1,0,9
CCN(CC)CCOC(=O)c1ccc(N/C=C(/C#N)c2nc(-c3ccc(OC)c(OC)c3)cs2)cc1,115*,-9,-0.1,71*,-1,13,9,1,-20,17
O=C1OCCC1Sc1nnc(-c2ccc3c(c2)OCO3)n1-c1ccccc1 (centres undefined),7,-3,-1.2,-2,-4,-5,-1,5,1,0
O=C(CN(C(=O)c1csnn1)c1cccc(C(F)(F)F)c1)NC1CCCC1,6,0,-2.0,-4,3,-3,-1,-3,4,-1
COc1cc(/C=C/C(=O)OCC(=O)Nc2cc(S(=O)(=O)N3CCOCC3)ccc2Cl)cc(OC)c1OC,4,-11,-1.6,-2,6,0,-8,-1,1,7
Cc1onc(-c2ccccc2)c1C(=O)NCc1cccc(Cl)c1,-3,1,-1.0,1,-2,-6,5,-3,-2,-1
CCOC(=O)n1ccc(C(=O)Nc2ccccc2F)n1,1,-1,-4.5,-6,0,2,3,-2,-2,1
CCn1c(C(=O)N2CCC(C(=O)N3CCN(c4ccccn4)CC3)CC2)cc2sccc21,0,3,2.2,-4,5,-2,0,1,-2,3
Cc1nc2ccccc2n1S(=O)(=O)N(C)C,2,2,1.0,-8,0,2,-1,-1,-7,-4
COc1ccc(NC(=O)COC(=O)CN2C(=O)NC(C)(C)C2=O)cc1,10,1,1.6,-5,-1,5,-10,-2,-4,5
c1ccc(CCNc2ncnc3c2nnn3Cc2ccccc2)cc1,6,0,-2.1,-8,-1,-8,2,4,-4,0
COC(=O)[C@]12C[C@H](CC(=O)N3CCCCC3)C(=O)N(Cc3ccc(Cl)cc3Cl)C1=C[C@H](COCc1ccccc1)O[C@@H]2C,x,x,x,x,-1,-3,-5,-3,7,7
O=C(Nc1ccc(NC(=O)C2CCCCC2)nc1)c1cccs1,3,-6,-1.1,6,8,3,-11,4,-1,-2
CCC(=O)Nc1c2c(nn1-c1cccc(Cl)c1)CS(=O)(=O)C2,1,5,-1.3,-11,-4,-5,-3,-4,-6,1
O=c1c(-c2ccnn2-c2ccccc2F)cnc2n1CCS2,6,6,2.0,-3,-3,2,3,-1,-2,-1
CCOC(=O)c1cc2sccc2n1CC(=O)Nc1ccc2c(c1)OCCO2,9,-1,-3.1,-2,0,0,-5,4,6,5
CCOC(=O)C(NC(=O)c1ccccc1)(Nc1cc(C)on1)C(F)(F)F (centres undefined),9,6,-0.3,6,-2,-1,-1,-1,-3,-2
O=C(CCC(=O)c1cccs1)NNC(=O)c1ccc(Cl)cc1,5,1,-0.1,6,0,2,-4,0,-6,2
COc1ccc(C(=O)Nc2ccc(N3CCN(C)CC3)cc2)cc1[N+](=O)[O-],-11,8,-0.2,-3,3,-2,1,1,6,-3
C[C@H](O)[C@@H]1CN2CCc3c([nH]c4ccccc34)[C@@H]2C[C@@H]1N(C)Cc1cc(Cl)cc(Cl)c1,7,-12,-2.4,-2,-5,-8,-8,-4,6,7
CC(Sc1nnc(-c2cc3ccccc3o2)n1-c1ccccc1)C(=O)O (centres undefined),-1,0,-3.3,-3,5,1,-6,2,1,11
O=C(COc1coc(CN2CCN(Cc3ccccc3)CC2)cc1=O)Nc1ccccc1,6,-6,-0.4,0,2,2,2,-3,-4,4
COc1ccc(SC[C@H](Cc2ccccc2)N2CC[C@@H](O)CCC2=O)cc1,12,3,-0.1,-16,1,-3,1,0,1,-7
CC1CC1C(=O)OCC(=O)Nc1ccc(S(=O)(=O)N2CCOCC2)cc1 (centres undefined),-7,-3,0.3,-4,-1,-2,1,-2,-11,5
CC1(c2ccccc2)NC(=O)N(CC(=O)Nc2ccc(N3CCOCC3)cc2N2CCOCC2)C1=O (centres undefined),-7,0,1.1,16,6,-4,-7,-4,5,-2
CCC(C)C(=O)Nc1nnc(SCC(=O)NC2CCCC2)s1 (centres undefined),3,2,-0.9,-12,3,-1,-8,-5,-4,0
CC(C)Oc1ccc2ccccc2c1CNC[C@H]1O[C@@H](n2cnc(C(N)=O)n2)[C@H](O)[C@@H]1O,-4,-5,-4.2,-5,0,-1,-7,-5,0,-1
Cc1cccc(N2CCN(C(=O)c3ccc(CS(=O)Cc4ccc(Cl)cc4)o3)CC2)c1C (centres undefined),8,-30,1.4,-3,-3,0,-1,-4,5,1
Cc1ccc(N2CC(C)Cn3c2nc2c3c(=O)[nH]c(=O)n2C)cc1 (centres undefined),7,-2,-1.4,-6,-2,0,-3,-3,4,-2
CCN(CC)c1ccc(NC(=O)COC(=O)COc2ccccc2[N+](=O)[O-])cc1,-11,-2,-4.2,-7,-8,-7,9,-4,-1,0
CC(=O)OC1(C(C)=O)CCC2C3CC(C(F)(F)F)C4=CC(=O)CCC4(C)C3CCC21C (centres undefined),0,-7,-0.8,-1,7,6,4,-3,4,1
Cc1nnc(-c2ccc(Oc3ccc(Br)cc3)c([N+](=O)[O-])c2)o1,8,3,-1.5,-5,-1,3,-1,-2,5,-2
CCOc1cc(OCC)cc(C(=O)Nc2cccnc2)c1,3,-8,1.5,-4,-9,2,-7,-1,-2,-7
COc1ccccc1CNC(=O)C(=O)NCC1CCCO1 (centres undefined),-8,-2,2.5,13,2,0,-3,3,-1,-1
Cc1cc(C)nc(N2CCCC(C(=O)NCc3cccc(C(F)(F)F)c3)C2)n1 (centres undefined),7,7,-1.6,-14,-2,0,2,0,10,1
Cc1ccc(S(=O)(=O)n2cnc3cc([N+](=O)[O-])ccc32)c(C)c1C,-2,2,0.1,3,0,0,4,-1,-2,-2
CC(C)(C)c1ccc(-c2nnc(SCCC#N)n2C2CCCC2)cc1,1,-19,0.2,5,10,2,-20,-3,6,-4
COc1ccc(OC)c(S(=O)(=O)NC2CC2)c1,10,0,-0.3,5,0,1,1,-4,-4,-2

# Sorted by SMILES length (largest number first): part of the list above.
SMILES,ARFGAP1 inhibitor,HTRA1 inh,PG9 Ab binder,ASAP1 GAP inh,GC-B act,GC-A act,mABHD4 FP,SMARCA2 act,Rev-erbA mod,rCAG binder
Cc1cc(C)nc(N2CCCC(C(=O)NCc3cccc(C(F)(F)F)c3)C2)n1 (centres undefined),7,7,-1.6,-14,-2,0,2,0,10,1
Cc1ccc(N2CC(C)Cn3c2nc2c3c(=O)[nH]c(=O)n2C)cc1 (centres undefined),7,-2,-1.4,-6,-2,0,-3,-3,4,-2
CC(C)(C)c1ccc(-c2nnc(SCCC#N)n2C2CCCC2)cc1,1,-19,0.2,5,10,2,-20,-3,6,-4
COc1ccc(OC)c(S(=O)(=O)NC2CC2)c1,10,0,-0.3,5,0,1,1,-4,-4,-2

# Additional results.
SMILES,ARFGAP1 inhibitor,HTRA1 inh,PG9 Ab binder,ASAP1 GAP inh,GC-B act,GC-A act,mABHD4 FP,SMARCA2 act,Rev-erbA mod,rCAG binder
Cc1ccc2c(N)c(C#N)sc2n1,1,3,0.5,3,-1,5,2,1,0,0
CCOc1ccccc1NC(=O)CN1CCC(NC(=O)c2ccccc2C)CC1,-24,2,1.2,4,-3,-5,-3,-1,0,-7
CCOc1ccc(CCN2C(=O)C(=O)N([C@@H](CC(C)C)CN3CCC[C@H]3CN3C(=O)C(=O)NC[C@@H]3Cc3ccc(O)cc3)C[C@@H]2CC(C)C)cc1,-3,x,0.5,-13,1,5,4,-2,1,2
COc1cc(=O)n(C)c2c(O)cccc12,8,3,-1.1,0,5,-1,-1,0,2,3
CCc1nc2ccc(C(=O)NCCCn3ccnc3)cn2c1N(CC)CCN(C)C,9,x,-1.2,6,2,5,1,-6,-3,0
CCN(Cc1ccccc1)Cc1cc(OC)cc(OC)c1,-3,-12,-2.0,9,-11,-5,-2,-4,1,-7
O=C(O)c1ccc(CNCc2cccc(Cl)c2)cc1,-1,7,-2.2,3,-1,-2,1,-2,-2,0
COc1ccc(N/C(C)=C2/C(=O)C(=O)N(CCO)C2c2ccc(Br)cc2)cc1 (centres undefined),-13,-6,-0.6,-9,4,-5,0,2,-5,-5
Cn1c2ccccc2c2cc(C(=O)O)ccc21,0,-12,1.4,-7,-7,-1,-5,-3,2,1
CC(C)c1csc(CN2CCC(N3CCC(C(=O)N4CCOCC4)CC3)CC2)n1,7,5,-0.5,0,5,-1,-2,1,3,-3
COC(=O)[C@@H](NCc1ccc(B(O)O)cc1)C(C)C,9,-3,1.3,13,2,3,48*,-3,-4,2
CC(=O)c1ccc(NC(=O)C2CCCC2)cc1,7,-1,-1.0,-7,0,0,4,-2,-7,3
O=C(COC(=O)C1CC1)Nc1ccc(Oc2ccccc2)cc1,5,24,-1.4,-10,-10,8,-4,0,-1,-2
O=S(=O)(c1cccc2cccnc12)N1CCOCC1,-13,7,1.9,10,5,-1,1,-2,2,0
O=C(NNc1nc(N2CCOCC2)nc(N2CCOCC2)n1)c1ccccc1,0,5,-0.6,-13,3,1,-2,3,3,1

# Assay outcomes deposited in PubChem by several laboratories.
